ATXN2 expr inh: ATXN2 expression inhibition; HEK-293 ATXN2-luciferase reporter, luminescence, 24 h; Potency, µM (titrated, usually from 57 µM), without a hit: at the top dose activity change, negative = inhibition, most hits filed as inhibitors; hit rate 0.72% among 360,000; also: potency is read from the fitted curve at half-maximal effect; % is scaled to controls: 0 for no effect and ±100 for the full control effect; nearly all actives have a fitted effect of over 55% in size
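qHTS (up to 57 uM final) was run with 24 h compound exposure of reporter cells at 37 °C. Each well was multiplexed: SteadyGlo luminescence measured ATXN2-luciferase expression after a fluorogenic Gly-Phe-AFC viability readout (25 uM final).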
S2 tox: reduces viability in counter-screen for ATXN expression inhibitors; Potency, µM (highest dose often 56.7 µM), actives largely listed as cytotoxic; hit rate 0.49% among 400,000; S2 cells (HEK-293 line with an ATXN2-luciferase reporter) viability, CellTiter-Fluor protease fluorescence, 24 h; also: potency is read from the fitted curve at half-maximal effect; nearly all actives have a fitted effect of over 40% in size
HepG2 viability: counter-screen for TGF-b inhibitors: cytotoxicity in HepG2 cells | HepG2 CAGA-GFP viability, ATP luminescence, 18 h | Potency, µM (series often up to 46.1 µM), without a hit: at the highest dose activity change, negative = cytotoxicity, actives largely listed as cytotoxic | hit rate 0.76% among 410,000 | AID 588856; also: potency is read from the fitted curve at half-maximal effect; some results filed as inactive show a strong effect at the top dose
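HepG2 CAGA-GFP cells (1000/well, DMEM with 1% FBS) received compound, then TGF-beta at 500 pg/mL final, and were incubated 18 hours at 37 degrees C. Viability was read by CellTiter-Glo luminescence. Media-only wells were set as complete cell-killing and DMSO as no toxicity.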
KB-3-1 cytotox: kills parental KB-3-1 adenocarcinoma cells; Potency, µM (titrated, usually from 46.1 µM), inactives show at the highest dose activity change, negative = cytotoxic, actives largely listed as cytotoxic; KB-3-1 viability, CellTiter-Glo ATP luminescence, 72 h; hit rate 1.4% among 400,000; also: potency is read from the fitted curve at half-maximal effect; % is scaled to controls: 0 for no effect and ±100 for the full control effect; nearly all actives have a fitted effect of over 60% in size
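Using CellTiter-Glo luminescence, growth of non-resistant KB-3-1 adenocarcinoma cells is assessed 72 h after pin-tool compound addition at 37 °C. Normalized responses across the concentration series yield fitted curves.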
HT1080NT lethal: kills 2HG-producing HT-1080-NT fibrosarcoma cells; HT-1080-NT fibrosarcoma viability, CellTiter-Glo ATP luminescence, 48 h; Potency, µM (series often up to 46.1 µM), without a hit: at the highest dose activity, negative = less viability, usual class: cytotoxic; hit rate 1.6% among 360,000;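 also: NT is the 2HG producing partner of a matched IDH1 knockdown line; potency is read from the fitted curve at half-maximal effect; 0% = DMSO-treated cells and -100% = media-only wells without cells; nearly all actives have a fitted effect of over 55% in size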
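HT-1080-NT fibrosarcoma cells (2HG-overproducing), 750 cells/well in RPMI with 5% FBS, dosed after 2 h and incubated 48 h at 37C. CellTiter-Glo luminescence normalized to DMSO and no-cell wells; concentration-response curves fitted and classed.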
HT1080 IDH1KD tx: kills HT-1080 cells with IDH1 knockdown; Potency, µM (highest dose often 46.1 µM), inactives show at the top dose activity, negative = toxicity, actives largely listed as cytotoxic; hit rate 2% among 360,000; AID 686971; HT-1080 IDH1 knockdown viability, ATP luminescence, 48 h;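 also: potency is read from the fitted curve at half-maximal effect; 0% = DMSO wells and -100% = cell-free medium wells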
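Cytotoxicity counter-line: IDH1KD HT-1080, 48 h, CellTiter-Glo. Curves classed by r2, magnitude and activity.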
SW480 rerep: inducers of DNA re-replication in SW480 colon cancer cells; SW480 DNA re-replication, Hoechst DNA content imaging, 48 h; Potency, µM (series often up to 46.1 µM), for inactives: top-dose re-replication activation, actives largely listed as activators; hit rate 1.8% among 340,000; AID 624297; also: potency is read from the fitted curve at half-maximal effect; % of control where 0% means no effect; nearly all actives have a fitted effect of over 55% in size
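Image-based read-out: total Hoechst fluorescence of nuclei (405 nm excitation, 500-530 nm emission), with hits raising the fraction of high-intensity nuclei. SW480 colon cells incubated 48 hr with compounds at 37 C.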
IL1B secr inh: blocks inflammasome-driven IL-1 beta release. THP-1 LPS/ATP IL-1B secretion, AlphaLISA, 16 h; active compounds read low. AID 743279. hit rate 4.7% among 360,000. activity change, % at 57.5 µM; in the data active = activity change below about -50%; inconclusive = mostly about -30% to -49%; also: % is scaled to controls: 0 for no effect and ±100 for the full control effect
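Secreted IL-1B measured by AlphaLISA bead assay after 16 h compound exposure of THP-1 cells; compounds (final up to 57.5 uM) added 1 h before LPS (250 ng/mL) and ATP (1.25 mM) stimulation; lower signal means less secretion.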
MCF10A rerep: induces DNA re-replication in MCF 10a normal breast cells; MCF 10A DNA re-replication, Hoechst nuclear intensity, 48 h; Potency, µM (titrated, usually from 46.1 µM), for the others: top-dose activity, positive = re-replication, hits mostly activators; hit rate 2.9% among 350,000; AID 624296; also: potency is read from the fitted curve at half-maximal effect; % of control where 0% means no effect; nearly all actives have a fitted effect of over 50% in size
* = called active by the depositor; i = inactive; ? = inconclusive; / = no result given; [ ] = another dose, or the depositor's remark. Unless noted, calls follow the shape of the dose curve; as a rule, active = well fitted curve in the direction sought with a large enough effect; inconclusive = small, poorly fitted or top-dose-only effect, or another doubt; inactive = no such curve, though single readings can be large; an effect the other way counts as inactive or inconclusive.

Values in the order – HepG2 viability	S2 tox	ATXN2 expr inh	HT1080NT lethal	MCF10A rerep	KB-3-1 cytotox	HT1080 IDH1KD tx	SW480 rerep	IL1B secr inh
Cc1ccccc1OCC(=O)Nc1cccc(S(=O)(=O)NC2=NCCCCC2)c1
 : -14%	i	8%	2%	1%	-8%	2%	-1%	-8
NC(=O)CSc1oc(-c2ccco2)nc1S(=O)(=O)c1ccc(F)cc1
 : 4%	i	-12%	9%	-5%	6%	15%	-23%	3
CC(Sc1cnc2ccccc2n1)C(=O)O (stereo unspecified)
 : -2%	i	-3%	1%	?	6%	0%	-11%	19
O=C(NCc1ccncc1)c1ccc(Br)cc1
 : -7%	i	-9%	0%	-117%[0.0737 µM]	-1%	5%	-20%	28
C=C1c2cc(CC)ccc2NC(=O)N1c1ccc(C)cc1
 : -14%	i	15%	0%	12%	-10%	2%	-1%	/
COc1ccc(C2CC(c3ccccc3)=NN2C(=O)CN2N=NC3C(=O)N(c4cccc(F)c4)C(=O)C32)cc1 (stereo unspecified)
 : 5%	i	9%	21%	1%	7%	16%	1%	-6
NC(N)=NN=C1CCC(c2ccccc2)CC1 (stereo unspecified)
 : -20%	i	-1%	3%	11%	-1%	2%	8%	-13
NS(=O)(=O)c1ccc(NCCCn2ccnc2)c([N+](=O)[O-])c1
 : -8%	i	-10%	-1%	9%	-2%	5%	-5%	-6
COC(=O)c1[nH]c2cc(OC)ccc2c1NC(=O)c1nonc1C
 : 0%	/	/	1%	0%	8%	0%	-8%	39
Cc1cc(C)c[n+](-c2nc3ccccc3nc2[N-]S(=O)(=O)c2ccc(Cl)cc2)c1
 : 0%	?	4%	5%	3%	1%	9%	-2%	-13
O=C(CSc1ccc(-c2cccnc2)nn1)Nc1ccc(F)cc1F
 : -5%	i	5%	0%	1%	16%	2%	-21%	i
COc1ccc2[nH]c(=O)c(CN(Cc3ccccc3)C(=S)NCC3CCCO3)cc2c1 (stereo unspecified)
 : -5%	i	/	-1%	12%	-14%	7%	-1%	2
CCOC(=O)C1=C(COC(=O)CCOc2ccccc2C)NC(=O)NC1C (stereo unspecified)
 : 4%	i	9%	-12%	-1%	0%	-8%	-1%	-4
Cc1cc(N2CCCC(C(=O)Nc3cccc(Cl)c3)C2)n2ncnc2n1 (stereo unspecified)
 : 12%	i	-2%	0%	1%	-14%	-12%	-1%	12
O=C(Nc1cccc(-c2nn[nH]n2)c1)c1ccc(Br)s1
 : -34%	i	-2%	0%	?	/	15%	6%	4
COCCn1c(C)cc(C(=O)COC(=O)c2ccc(S(=O)(=O)N(C)C)cc2)c1C
 : 4%	i	5%	1%	2%	2%	-4%	15%	14
Cc1ccc(OCCn2nnc3sc4c(c3c2=O)CCC(C)C4)cc1 (stereo unspecified)
 : -5%	i	10%	/	/	0%	/	/	/
C=CCn1c(C)cc(C(=O)COC(=O)/C=C/c2cccc(OC)c2)c1C
 : -3%	i	-15%	-8%	?	-7%	0%	-3%	5
CSc1ccccc1OCc1cc(C(=O)N(C)Cc2c(C)n[nH]c2C)no1
 : -4%	i	4%	5%	-3%	0%	-11%	-5%	i
O=C(N/N=C\c1c(O)ccc2ccccc12)c1ccc(O)cc1
 : -32%	?	?	?	-1%	-22%	?	?	149
Cc1cc(Cl)c(S(=O)(=O)N/N=C/c2ccc3c(c2)OCO3)c(Cl)c1
 : -10%	i	19%	-8%	?	-2%	-12%	-2%	-12
COCOc1cc(O)c(C(=O)/C=C/c2ccccc2)c(OCOC)c1
 : -80%	?	-37%	?	?	-12%	?	?	-103*
COc1ccc(S(=O)(=O)Nc2cc3c4c(c2)CCC(=O)N4CCC3)cc1C
 : -35%	i	2%	-8%	13%	-32%	-16%	-4%	20
COc1cc(O)c2c(=O)c3c(OC)c(O)ccc3oc2c1
 : -1%	?	22%	0%	17%	23%	-5%	-5%	-18
O=C(NCC(=O)N(c1cccnc1)C(C(=O)NC1CCCC1)c1cccs1)c1cccs1 (stereo unspecified)
 : -12%	i	/	1%	-2%	3%	0%	-5%	-1
CC(C)CNC(=O)Nc1ccccc1F
 : -1%	i	/	12%	0%	6%	7%	-60%	9
Nc1nc2n(n1)C(c1ccccc1)CC(c1ccc(F)cc1)N2 (stereo unspecified)
 : 0%	i	-1%	2%	-4%	4%	5%	1%	13
O=C(/C=C/c1cccs1)Nc1ccncc1
 : -68%	i	13%	17%	3%	-11%	-1%	-5%	?
COc1ccc(C(CNC(=O)Cn2[nH]c(=O)c3ccccc3c2=O)N2CCCC2)cc1 (stereo unspecified)
 : -17%	i	1%	-18%	0%	-3%	-10%	0%	2
CC1CCCCN1C(=O)C1CC(c2ccc(F)cc2)=NO1 (stereo unspecified)
 : -1%	i	22%	-1%	9%	14%	-3%	-7%	7

Values in the order – HepG2 viability	S2 tox	ATXN2 expr inh	HT1080NT lethal	MCF10A rerep	KB-3-1 cytotox	HT1080 IDH1KD tx	SW480 rerep	IL1B secr inh
Cc1ccc2nc(SCC(=O)Nc3cc(C(C)(C)C)nn3-c3ccccc3)[nH]c2c1
 : -15%	i	-8%	-24%	?	13%	?	-3%	-13
COc1ccc(N2CCN(C(=O)C(=O)c3c(C)[nH]c4ccccc34)CC2)cc1
 : 47%	i	/	14%	11%	1%	8%	-23%	26
Nc1ccn(CCCNCC(c2ccccc2)c2ccccc2)c(=O)n1
 : -14%	i	-12%	0%	/	-7%	6%	/	-4
CS(=O)(=O)N(CC(=O)N1CCCC1)c1cccc(F)c1
 : 25%	i	-11%	-3%	?	3%	0%	?	7
COC(=O)c1ccc(CNC(=O)COC(=O)c2ccccc2-c2ccccc2)cc1
 : -23%	?	5%	7%	12%	6%	-1%	-4%	-24
O=C/C(=C\Nc1ccc(C(=O)N2CCOCC2)cc1)c1nc2ccccc2o1
 : -25%	i	-18%	6%	-31%[inhibitor]	-1%	-3%	-5%	47
CCN(CC)C(=O)c1ccc(S(=O)(=O)N2CCC(c3nc4ccccc4s3)CC2)cc1
 : -23%	i	-22%	?	?	21µM*	-16%[9.24 µM]	0%	?
Cc1ccccc1NC(=O)C1CCN(S(=O)(=O)c2cccs2)CC1
 : -9%	i	4%	9%	0%	-2%	21%	12%	-1
CSc1ncc(C(=O)Nc2ccc(C(C)=O)cc2)c(C)n1
 : -3%	i	23%	9%	0%	27%	6%	-9%	-24
CN(CCOc1ccc(Cl)cc1)C(=O)c1ccc(S(=O)(=O)N2CCOCC2)cc1
 : -7%	i	16%	-13%	-10%	-19%	-9%	-6%	4
CCOC(=O)Cn1nc(NC(=O)COc2ccc(F)cc2)cc1C
 : 3%	i	0%	1%	0%	-4%	2%	-3%	-11
CC(=O)Nc1cccc(NC(=O)c2ccc(Br)cc2)c1
 : -2%	i	24%	-3%	0%	2%	0%	3%	-10
Cc1c(C(=O)N(C)C)sc(NC(=O)c2cccc([N+](=O)[O-])c2)c1C#N
 : -28%	i	27%	7%	?	-27%	0%	1%	13
CC1(C(=O)N2CC3(CC(c4ccccc4)=NO3)C[C@H]2C(=O)NCC(N)=O)CC1 (stereo partly specified)
 : 9%	i	3%	?	-1%	3%	1%	0%	9
CCOC(=O)c1nc(Nc2ccc(C)cc2)c2ccccc2n1
 : -24%	i	5%	-21%	1%	0%	-21%	?	?
COc1cc(C2NC(=O)NC(c3ccccc3)=C2C(C)=O)ccc1OCC#N (stereo unspecified)
 : 3%	i	12%	3%	2%	0%	10%	11%	26
CCN1C(=O)/C(=c2\o/c(=C3\C=Cc4ccccc4N3CC)c(=O)n2CC)SC1=S
 : 4%	?	-16%	23%	-12%	-7%	?	-6%	-9
CC(Oc1ccc(NC(=O)c2ccco2)cc1)C(=O)N1c2ccccc2CC1C (stereo unspecified)
 : 3%	i	-9%	3%	1%	7%	0%	1%	0
CC(C)(C)c1ccc(-n2nc(C(N)=O)c(O)cc2=O)cc1
 : -21%	?	19%	-4%	23%	-2%	1%	?	10

8 entries from above, with bars between the fields:
Compound | HepG2 viability | S2 tox | ATXN2 expr inh | HT1080NT lethal | MCF10A rerep | KB-3-1 cytotox | HT1080 IDH1KD tx | SW480 rerep | IL1B secr inh
Cc1ccc2nc(SCC(=O)Nc3cc(C(C)(C)C)nn3-c3ccccc3)[nH]c2c1 | -15% | i | -8% | -24% | ? | 13% | ? | -3% | -13
COc1ccc(N2CCN(C(=O)C(=O)c3c(C)[nH]c4ccccc34)CC2)cc1 | 47% | i | / | 14% | 11% | 1% | 8% | -23% | 26
Nc1ccn(CCCNCC(c2ccccc2)c2ccccc2)c(=O)n1 | -14% | i | -12% | 0% | / | -7% | 6% | / | -4
CS(=O)(=O)N(CC(=O)N1CCCC1)c1cccc(F)c1 | 25% | i | -11% | -3% | ? | 3% | 0% | ? | 7
COC(=O)c1ccc(CNC(=O)COC(=O)c2ccccc2-c2ccccc2)cc1 | -23% | ? | 5% | 7% | 12% | 6% | -1% | -4% | -24
O=C/C(=C\Nc1ccc(C(=O)N2CCOCC2)cc1)c1nc2ccccc2o1 | -25% | i | -18% | 6% | -31%[inhibitor] | -1% | -3% | -5% | 47
CCN(CC)C(=O)c1ccc(S(=O)(=O)N2CCC(c3nc4ccccc4s3)CC2)cc1 | -23% | i | -22% | ? | ? | 21µM* | -16%[9.24 µM] | 0% | ?
Cc1ccccc1NC(=O)C1CCN(S(=O)(=O)c2cccs2)CC1 | -9% | i | 4% | 9% | 0% | -2% | 21% | 12% | -1
